Assay outcomes deposited in PubChem by National Center for Advancing Translational Sciences (NCATS).
Pf growth 96h: Primary qHTS for delayed death inhibitors of the malarial parasite plastid, 96 hour incubation; hit rate 6.9% among 320,000; AID 504834, 2011; Potency, µM (series often up to 28.7 µM), inactives show top-dose activity change, negative = inhibition, most hits filed as inhibitors; P. falciparum luciferase reporter growth, 96 h
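96 h incubation, 37 C, 5% CO2, of luciferase-reporter P. falciparum-infected RBCs (2% hematocrit, 0.05% parasitemia final) with test compounds; endpoint luminescence.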
Sm TGR inh: qHTS Assay for the Inhibitors of Schistosoma Mansoni Peroxiredoxins | Potency, µM (top dose mostly 114 µM), for inactives: at the top dose activity change, negative = inhibition, most hits filed as inhibitors | hit rate 3% among 360,000 | Schistosoma mansoni thioredoxin glutathione reductase (TGR), Q962Y6 | purified TGR, DTNB reduction, TNB absorbance 405 nm; further: nearly all actives have a fitted effect of over 60% in size
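Kinetic colorimetric format: TGR-catalysed, NADPH-driven DTNB reduction monitored via TNB absorbance. Enzyme dispensed at 20 nM; compound exposure 15 min at room temperature before reaction start.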
LmPK inh: qHTS Assay for Inhibitors of Leishmania Mexicana Pyruvate Kinase (LmPK). purified LmPK, Kinase-Glo ATP luminescence, 1 h. Potency, µM (series often up to 57.5 µM), without a hit: at the highest dose activity change, negative = inhibition, most hits filed as inhibitors. hit rate 0.37% among 290,000. AID 1721, 2009
Target sequence (Q27686 whole entry, looked up): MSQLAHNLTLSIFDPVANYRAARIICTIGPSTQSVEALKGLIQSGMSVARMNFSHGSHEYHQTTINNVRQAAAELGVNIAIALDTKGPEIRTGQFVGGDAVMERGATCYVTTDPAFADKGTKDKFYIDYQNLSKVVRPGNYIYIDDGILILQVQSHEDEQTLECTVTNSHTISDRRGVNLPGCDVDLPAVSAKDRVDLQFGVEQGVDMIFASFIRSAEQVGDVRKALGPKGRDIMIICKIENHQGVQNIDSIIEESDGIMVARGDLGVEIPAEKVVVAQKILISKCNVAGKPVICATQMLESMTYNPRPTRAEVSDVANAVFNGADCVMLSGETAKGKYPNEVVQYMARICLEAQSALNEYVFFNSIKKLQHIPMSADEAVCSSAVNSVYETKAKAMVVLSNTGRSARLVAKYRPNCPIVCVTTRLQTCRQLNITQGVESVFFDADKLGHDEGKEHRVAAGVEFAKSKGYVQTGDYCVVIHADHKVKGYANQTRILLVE
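Screened at intermediate enzyme activity to detect both inhibitors and activators: LmPK at 0.1 nM, with a 0.5 nM enzyme column as activation reference. PEP 0.5 mM, ADP 0.1 mM; ATP detected by luminescence after 1 h.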
HCV inh: qHTS Assay for Inhibitors of Hepatitis C Virus (HCV). Huh7.5.1 HCVcc-Cre infection, luciferase reporter, 44 h. Potency, µM (titrated, usually from 41.8 µM), inactives show top-dose activity change, negative = inhibition, hits mostly inhibitors. hit rate 3.4% among 340,000. AID 651820, 2012
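Cells seeded at 1,000/well and cultured 4 h, then compounds added followed by HCVcc-Cre virus (~0.5 moi). After 44 h further culture, luciferase substrate was added, plates held 15 min at room temperature, and luminescence read for 15 sec.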
Pf growth 48h: Primary qHTS for delayed death inhibitors of the malarial parasite plastid, 48 hour incubation; AID 504832, 2011; hit rate 5.9% among 310,000; P. falciparum luciferase growth in erythrocytes, 48 h; Potency, µM (doses to about 28.7 µM), inactives show at the top dose activity change, negative = inhibition, usual class: inhibitors
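Erythrocytes infected with P. falciparum carrying an integrated firefly luciferase reporter (2% hematocrit, 0.1% parasitemia final) were exposed to compounds in RPMI 1640 with 0.5% Albumax at 37 C, 5% CO2. Growth inhibition was scored as reduced luminescence.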
Tb PYK inh: qHTS of Trypanosoma Brucei Inhibitors; Potency, µM (series often up to 76.8 µM), without a hit: at the top dose activity, negative = inhibition, most hits filed as inhibitors; hit rate 0.12% among 410,000; AID 624173, 2012; TbPYK enzyme, Kinase-Glo Plus ATP luminescence, 45 min; further: nearly all actives have a fitted effect of over 50% in size
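In this concentration-response screen, enzyme-free wells defined baseline while DMSO plates tracked drift. Each reaction combined TbPYK, substrate, compound and 130 uM ADP for 45 min at room temperature. Kinase-Glo Plus luminescence gave the signal.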
Active calls of the source: *; ? = inconclusive; · = not tested or not shown; & = joins results of further samples; [ ] = another dose, or the depositor's remark. The call rests on the fitted dose curve; in most records, active means well fitted curve in the direction sought with a large enough effect; inconclusive means small, poorly fitted or top-dose-only effect, or another doubt; inactive means no such curve, though single readings can be large; an effect the other way counts as inactive or inconclusive. On the % scale 0 is the no-effect control and ±100 the full control effect; potency means the concentration at half of the fitted maximal effect. The order is random, and some 16% of all compounds hit somewhere here.

1. O=C(NCCN1C(=O)S/C(=C\c2ccccc2F)C1=O)C1CCCN1C(=O)c1cccs1 (centres undefined)
2. COc1ccccc1/C=C/c1ccc2cccc(O)c2n1
3. COc1cc(C2=NOC(C(=O)NCc3ccco3)C2)cc(OC)c1OC (centres undefined)
4. O=C(NCC(c1ccco1)N1CCN(c2ccc(F)cc2)CC1)C(=O)NC1CCCCC1 (centres undefined)
5. NNC(=O)c1sc2cc(C(F)(F)F)cnc2c1-c1cccnc1
6. CCc1nnc(NC(=O)c2nc(Cl)ccc2Cl)s1

assay / compound	1	2	3	4	5	6
Pf growth 96h	?	35.3%[activator]	0.3%	11.2%	?	-21.2%
Sm TGR inh	1.0%	34.1%	17.2%	1.7%	1.8%	-5.7%
LmPK inh	-1.5%	-7.5%	3.7%	·	1.7%	-15.9%
HCV inh	-1.0%	?	1.1%	0.2%	4.1%	6.2%
Pf growth 48h	-11.3%	-10.6%	-25.9%	8.8%	?	7.5%
Tb PYK inh	5.2%	11.6%	0.8%	10.2%	0.0%	-0.8%

7. COc1ccc(N2C(=O)NC(=O)/C(=C/c3ccc4c(c3)Cc3ccccc3-4)C2=O)cc1
8. O=C(Cc1nn[nH]n1)NCCC1=CCCCC1
9. COc1ccc(C(=O)c2sc3nc(C)cc(-c4cccs4)c3c2N)cc1
10. CCCSc1nnc(N)s1
11. O=C(CN1CCOCC1)N/N=C/c1ccc(-c2ccc(Br)cc2)o1
12. O=C(O)c1ccc(N2C(=O)c3cccc4c(C(=O)O)ccc(c34)C2=O)cc1

assay / compound	7	8	9	10	11	12
Pf growth 96h	14.2%	·	?	?	10.5%	12.1%
Sm TGR inh	?	-0.9%	-9.9%	0.0%	4.9%	-18.4%
LmPK inh	-4.1%	0.0%	-1.9%	-2.3%	1.6%	-0.4%
HCV inh	·	-6.5%	?	17.9%	5.7%	-2.8%
Pf growth 48h	62.6%[activator]	11.3%	23.4%	4.4%	?	-15.1%
Tb PYK inh	·	1.4%	6.1%	-1.1%	-5.0%	-8.2%

13. COc1ccc(N(CC(=O)NCc2ccc3c(c2)OCO3)S(C)(=O)=O)cc1OC
14. COc1ccc(CCc2nnc(CCC(=O)NCc3cnc4ccccn34)o2)cc1
15. Cc1cccc(C)c1NC(=O)COC(=O)c1cccnc1
16. Cc1cc(C(=O)CSc2nc3ccccc3c(=O)[nH]2)c(C)n1C
17. CC(=O)NCc1ccc(-c2csc(-c3cccs3)n2)cc1
18. CSCCC(NC(=O)c1ccccc1Cl)C(=O)N1CCN(C(C)=O)CC1 (centres undefined)

assay / compound	13	14	15	16	17	18
Pf growth 96h	-18.3%	10.4µM*	49.0%[activator]	34.9%[activator]	151.9%[activator]	-20.7%
Sm TGR inh	-1.4%	0.0%	1.5%	?	22.6%	1.1%
LmPK inh	-3.3%	9.0%	4.9%	-3.6%	-3.9%	·
HCV inh	-0.4%	4.2%	6.9%	?	?	-2.5%
Pf growth 48h	·	8.2%	-19.3%	15.1%	88.3%[activator]	?
Tb PYK inh	2.3%	7.8%	3.4%	?	2.1%	-7.1%

19. Cc1cccc([N+](=O)[O-])c1NC(=O)COC(=O)C1CC2CCCC(C1)C2=O (centres undefined)
20. Cc1ccc(NC(=O)c2cccs2)cc1[N+](=O)[O-]
21. Cc1ccnn1CC(=O)N/N=C/c1ccc([N+](=O)[O-])s1
22. O=C(CCC(=O)OCC(=O)c1cccc([N+](=O)[O-])c1)Nc1ccccc1Cl
23. S=C(Nc1cccc(Cl)c1)Nc1ccc2c(c1)OCCO2
24. O=C(C1CCN(S(=O)(=O)c2cccc([N+](=O)[O-])c2)CC1)N1CCOCC1

assay / compound	19	20	21	22	23	24
Pf growth 96h	5.6%	?	7.38µM*	-11.4%	0.0%	-15.7%
Sm TGR inh	0.1%	-16.8%	-24.0%	-6.2%	?	0.0%
LmPK inh	·	-3.4%	-0.8%	-6.7%	6.8%	0.7%
HCV inh	-22.8%	7.94µM*	?	?	-0.3%	-6.9%
Pf growth 48h	6.9%	27.3%	?	·	16.2%	14.7%
Tb PYK inh	-1.8%	0.2%	-1.1%	4.1%	-6.2%	2.6%

25. O=C(C(Cc1ccccc1)N1C(=O)c2ccccc2C1=O)N1c2ccccc2CCc2ccccc21 (centres undefined)
26. CCN(CC(=O)Nc1ccc2c(c1)OCCO2)C(=O)CC1CCCC1
27. CCN1c2ccccc2N(C)C1(C)c1ccccc1 (centres undefined)
28. Cn1c(NCc2c[nH]c3ccccc23)nc2ccccc21
29. CN1CCN(NC(=O)C23CC4CC(CC(C4)C2)C3)CC1
30. Cn1c(=O)c2c(nc(SCc3cccnc3)n2Cc2ccc(F)cc2)n(C)c1=O

assay / compound	25	26	27	28	29	30
Pf growth 96h	-23.3%	·	0.0%	8.2%	-15.8%	1.2%
Sm TGR inh	-8.8%	-9.0%	35.5µM*	-2.9%	-9.4%	28.0%
LmPK inh	3.7%	0.9%	?	-7.8%	-0.6%	4.0%
HCV inh	10µM*	7.0%	-26.6%	-18.4%	10.1%	?
Pf growth 48h	?	18.1%	2.62µM*	63.4%[activator]	1.6%	?
Tb PYK inh	1.3%	0.3%	?	-7.5%	0.5%	-2.2%

31. COc1ccc(NC(=O)c2cccs2)cc1NC(=O)c1ccco1
32. Cc1cc(C(F)(F)F)nn1CC(=O)NCC1CCCO1 (centres undefined)
33. O=c1oc2ccccc2c(Nc2cccc3ccccc23)c1[N+](=O)[O-]
34. CCN1C(=O)[C@H]2[C@@H](c3ccc(SC4CCCCC4)cc3)N3CCCC[C@@]3(C(=O)OC)[C@H]2C1=O
35. CC1CCCC(C)N1C(=O)CSc1nc2ccccc2s1 (centres undefined)
36. Cc1cc(OC(C)C(=O)Nc2ccncc2)ccc1Cl (centres undefined)

assay / compound	31	32	33	34	35	36
Pf growth 96h	101.9%[activator]	18.3%	37.5%	?	·	9.28µM*
Sm TGR inh	6.1%	-7.7%	-1.5%	-17.0%	-15.7%	-19.6%
LmPK inh	6.4%	4.0%	10.9%	·	10.1%	-2.0%
HCV inh	?	8.1%	3.0%	19.3%	?	?
Pf growth 48h	53.5%[activator]	?	31.0%[activator]	?	-9.3%	?
Tb PYK inh	-2.6%	-2.9%	2.6%	4.0%	·	3.8%

37. CCN(CC)S(=O)(=O)c1cc(NC(=O)CSc2nnc(-c3cccs3)o2)ccc1C
38. Cc1ccc(NS(=O)(=O)c2ccc(C(=O)N3CCN(S(=O)(=O)c4ccccc4)CC3)cc2)cc1
39. O=C(COC(=O)c1cc(S(=O)(=O)N2CCc3ccccc3C2)ccc1Cl)NCc1ccco1
40. CCOC(=O)c1c(C)nc2sccn12
41. CCN(CC)Cc1c(C(=O)N/N=C/c2ccccn2)nnn1-c1nonc1N
42. Cc1cccc(N2C(=O)C(CC(=O)Nc3cccc(F)c3)N(CCc3ccncc3)C2=O)c1 (centres undefined)

assay / compound	37	38	39	40	41	42
Pf growth 96h	?	?	24.9%	-23.5%	24.0%	11.9%
Sm TGR inh	-1.6%	-9.2%	17.8µM*	-24.8%	-5.0%	-5.5%&-10.6%
LmPK inh	-0.2%	·	5.5%	-2.0%	-1.0%	7.8%[11.5 µM]
HCV inh	6.2%	?	-6.3%	-16.3%	5.5%	10.4%
Pf growth 48h	3.1%	?	·	12.5%	-3.5%	-21.1%
Tb PYK inh	-3.7%	-1.2%	?	-1.8%	3.8%	2.6%&1.2%

43. CCCc1noc2c1C(c1cc(Br)ccc1F)C(C#N)=C(N)N2 (centres undefined)
44. COc1cc(/C=N/n2cnnc2)ccc1OCC(=O)N1CCOCC1
45. CCOC(=O)c1c(S(=O)(=O)N2CCCC(C(=O)Nc3ncccc3C)C2)c(C)n(C)c1C (centres undefined)
46. CSCCC(N=C(NS(=O)(=O)c1ccc(Br)cc1)c1ccccc1)C(=O)O (centres undefined)
47. Cc1ccc(C(=O)NC(=S)Nc2ccc3[nH]c(=O)[nH]c3c2)c(C)c1
48. COc1cc(NC(=O)C2Cc3ccccc3CN2S(C)(=O)=O)cc(OC)c1 (centres undefined)

assay / compound	43	44	45	46	47	48
Pf growth 96h	-15.2%	·	11.7µM*	10.5%	?	1.85µM*
Sm TGR inh	·	2.6%	7.0%&-2.2%	-4.4%	·	-12.0%
LmPK inh	-0.6%	0.7%	4.5%	5.1%	1.6%	0.5%
HCV inh	?	7.2%	3.0%	18.6%	2.1%	-2.3%
Pf growth 48h	-8.2%	-9.4%	4.8%	-7.3%	15.2%	0.0%
Tb PYK inh	2.7%	16.5%	-0.4%&0.3%	0.5%	-22.0%	-5.9%

49. Cc1cnc(C(=O)OCc2ccc(Br)cc2F)cn1
50. CCOC(=O)N1CCN(c2c(F)cc3[nH]c(=S)[nH]c3c2Br)CC1
51. CCCCOC(=O)CSCC(=O)N1N=C(c2cccs2)CC1c1ccc(F)cc1 (centres undefined)
52. Cc1ccc(NC(=O)CCn2cnc3ccccc3c2=O)c(C)c1
53. CCN1C(N(C)C)=NC[C@@H]1Cc1ccccc1
54. O=C(c1c[nH]c(C(=O)C(Cl)(Cl)Cl)c1)c1ccccc1Br

assay / compound	49	50	51	52	53	54
Pf growth 96h	36.0%[activator]	·	28.9%	27.5%	51.9%[activator]	?
Sm TGR inh	-13.4%	8.1%	-3.6%	5.1%	-17.8%	-4.5%
LmPK inh	-1.1%	2.8%	-0.3%	-1.4%	·	-3.4%
HCV inh	-8.9%	-13.8%	16.1%	22.5%	19.0%	-4.0%
Pf growth 48h	31.7%[activator]	?	-10.6%	23.0%	-20.8%	13.1µM*
Tb PYK inh	0.4%	-22.7%	-2.0%	1.6%	1.3%	-1.3%

Reformatted with each value named: 3 of the compounds above
(52) Cc1ccc(NC(=O)CCn2cnc3ccccc3c2=O)c(C)c1
  Pf growth 96h = 27.5%
  Sm TGR inh = 5.1%
  LmPK inh = -1.4%
  HCV inh = 22.5%
  Pf growth 48h = 23.0%
  Tb PYK inh = 1.6%

(53) CCN1C(N(C)C)=NC[C@@H]1Cc1ccccc1
  Pf growth 96h = 51.9%[activator]
  Sm TGR inh = -17.8%
  LmPK inh = ·
  HCV inh = 19.0%
  Pf growth 48h = -20.8%
  Tb PYK inh = 1.3%

(54) O=C(c1c[nH]c(C(=O)C(Cl)(Cl)Cl)c1)c1ccccc1Br
  Pf growth 96h = ?
  Sm TGR inh = -4.5%
  LmPK inh = -3.4%
  HCV inh = -4.0%
  Pf growth 48h = 13.1µM*
  Tb PYK inh = -1.3%

(more compounds)
55. NC(=S)NNC(=O)[C@@H]1CCCC[C@@H]1C(=O)O
56. O=C(Cc1ccccc1)NNC(=O)C1CC=CCC1 (centres undefined)
57. O=C(CCC(=O)Nc1ccccc1Cl)NNC(=S)Nc1ccccc1C(F)(F)F
58. CC(=O)Nc1ccc(S(=O)(=O)Nc2ccc(S(=O)(=O)N3CCCCCC3)cc2)cc1

assay / compound	55	56	57	58
Pf growth 96h	-18.5%	-22.7%	2.08µM*	·
Sm TGR inh	-1.2%	3.8%	-8.6%	-12.5%
LmPK inh	2.9%	1.2%	-3.6%	-8.9%
HCV inh	9.3%	11.0%	19.6%	-0.3%
Pf growth 48h	-1.9%	12.3%	18.4%	-2.0%
Tb PYK inh	-26.6%	3.4%	-7.8%	1.1%
